Runt-SMMHC FRET: inhibitors of RUNX1 Runt–CBFb-SMMHC binding, primary screen, biochemical, FRET, Cerulean-Runt, Venus-CBFb-SMMHC, uHTS; Runt-related transcription factor 1 (Homo sapiens) + Core-binding factor subunit beta …; Cerulean-Runt/Venus-CBFb-SMMHC FRET ratio 530/480, 1 h; inhibition, % at 20 µM; actives 0.74% (n = 220,000);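 active = mean inhibition across duplicate retests at 20 µM reaching about 50%, limit read from the data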;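 note: 0% = DMSO wells and 100% = wells with excess untagged CBFb-SMMHC; inhibitors lower the FRET ratio by blocking Runt binding to CBFb-SMMHC; some results filed as inactive read as strong as hits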
FXIIa inh 1536: human FXIIa protease inhibitors, primary screen, biochemical, 1536-well | Coagulation factor XII (Homo sapiens), P00748 | purified FXIIa, Boc-QGR-AMC fluorogenic substrate, 2 h | inhibition, % at 5 µM | actives 0.3% (n = 220,000) | AID 800, 2007; in the data active = inhibition above about 40%;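 note: 0% = enzyme with no compound and 100% = blank without enzyme; many of its hits are not listed in these tables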
14-3-3 Bad PPI: inhibitors of 14-3-3 zeta/Bad binding, primary screen, biochemical, TR-FRET, bovine 14-3-3 zeta; inhibition, % at 21.7 µM; actives 0.71% (n = 220,000); TR-FRET 14-3-3zeta/Dy647-pBad peptide displacement, 1 h;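 active = inhibition above about 70%, limit read from the data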;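 note: 0% = full 14-3-3 plus peptide FRET controls and 100% = background without 14-3-3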
Target sequence (P63103 whole entry, looked up): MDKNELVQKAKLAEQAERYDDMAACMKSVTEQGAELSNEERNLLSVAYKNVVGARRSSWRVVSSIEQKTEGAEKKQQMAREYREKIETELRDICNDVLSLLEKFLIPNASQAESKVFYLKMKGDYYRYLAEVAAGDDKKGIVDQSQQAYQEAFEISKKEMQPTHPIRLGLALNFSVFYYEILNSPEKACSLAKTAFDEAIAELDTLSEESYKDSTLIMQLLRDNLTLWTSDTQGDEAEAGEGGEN
KLK5 inh: human KLK5 protease inhibitors, primary screen, biochemical, 1536-well. Kallikrein-5 (Homo sapiens), Q9Y337. recombinant hK5, fluorogenic AMC substrate cleavage. inhibition, % at 5 µM. actives 0.59% (n = 210,000). AID 873, 2007;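 active = inhibition of 40% or more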;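 note: 0% = enzyme controls without compound and 100% = no-enzyme blanks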
Target sequence (Q9Y337 67-293 limits assumed): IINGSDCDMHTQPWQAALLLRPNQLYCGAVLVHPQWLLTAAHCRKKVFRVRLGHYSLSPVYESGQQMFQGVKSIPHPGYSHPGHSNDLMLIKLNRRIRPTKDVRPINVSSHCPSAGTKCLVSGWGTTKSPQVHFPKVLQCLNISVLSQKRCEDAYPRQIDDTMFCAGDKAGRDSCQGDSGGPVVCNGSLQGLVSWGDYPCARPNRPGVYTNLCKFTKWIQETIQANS
Wee1 degr inh: Wee1 degradation inhibitors, primary screen, cell-based, HeLa, Wee1K328M-luciferase, luminescence; Wee1-like protein kinase (Homo sapiens), P30291; HeLa Luc-Wee1K328M stability; 100% = proteasome inhibitor MG132 effect; reporter increase, % at 5 µM; actives 1.2% (n = 220,000); AID 1321, 2008;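 active = activation above the mean of all tested compounds plus 3 SD, set per screening run, cut at about 8.8% in these data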;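 note: cells exposed to compound for 20 h before luminescence read; 0% = DMSO alone and 100% = MG132 at 30 µM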
Runt-CBFb FRET: inhibitors of RUNX1 Runt–CBFb binding, primary screen, biochemical, FRET, Cerulean-Runt, Venus-CBFb, uHTS; AID 1496, 2009; inhibition, % at 20 µM; Cerulean-Runt/Venus-CBFb FRET ratio 530/480, 1 h; actives 0.46% (n = 220,000); Runt-related transcription factor 1 (Homo sapiens) + Core-binding factor subunit beta …;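 active = inhibition over about 50% at 20 µM in the single-dose screen, limit read from the data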;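 note: 0% = DMSO wells and 100% = excess unlabeled CBFb competitor control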
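Reagent – Venus-CBFb binding partner, 100 nM · Assay system – Cerulean-tagged RUNX1 Runt domain (FRET donor) fusion protein · Input – 100 nM per protein · Incubation – two 1 h room-temperature incubations shielded from light · Measured by – FRET fluorescence · Medium – Tris buffer pH 7.5 with salts and BSA · Benchmarks – unlabeled CBFb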
Hck-Nef inh: inhibitors of Nef-activated human Hck kinase, primary screen, biochemical, Z-Lyte FRET, 384-well, Hck-YEEI | Tyrosine-protein kinase HCK (Homo sapiens), P08631 | Recombinant Hck-YEEI plus Nef, Z-Lyte FRET kinase assay | inhibition, % at 20 µM | actives 0.68% (n = 220,000);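 active = Hck-Nef kinase inhibition above about 50%, limit read from the data; inactive = inhibition below that limit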;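 note: 0% = DMSO with Hck plus Nef and 100% = Hck alone without Nef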
Target sequence (P08631 whole entry, looked up): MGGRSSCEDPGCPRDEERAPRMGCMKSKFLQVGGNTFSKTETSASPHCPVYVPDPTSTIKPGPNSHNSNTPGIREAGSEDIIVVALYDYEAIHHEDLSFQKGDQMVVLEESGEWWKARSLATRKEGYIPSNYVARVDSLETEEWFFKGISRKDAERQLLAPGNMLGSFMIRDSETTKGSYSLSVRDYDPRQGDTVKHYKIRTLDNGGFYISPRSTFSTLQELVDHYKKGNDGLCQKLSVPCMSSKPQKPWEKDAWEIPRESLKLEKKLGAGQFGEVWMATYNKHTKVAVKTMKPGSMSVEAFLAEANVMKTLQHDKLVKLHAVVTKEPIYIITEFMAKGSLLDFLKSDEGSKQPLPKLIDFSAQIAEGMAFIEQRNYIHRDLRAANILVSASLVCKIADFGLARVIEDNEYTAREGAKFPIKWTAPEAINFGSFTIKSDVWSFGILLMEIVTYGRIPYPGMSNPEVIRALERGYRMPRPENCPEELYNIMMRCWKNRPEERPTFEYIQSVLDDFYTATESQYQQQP
thrombin 1536: human alpha-thrombin inhibitors, primary screen, counter-screen for coagulation protease inhibitor project, biochemical, 1536-well, fluorogenic AMC substrate. Prothrombin (Homo sapiens), P00734. Boc-VPR-AMC fluorogenic substrate cleavage. inhibition, % at 5 µM. actives 0.26% (n = 220,000);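 active = inhibition at or above 40%; inactive = inhibition below 40%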;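 note: 0% = enzyme with no compound and 100% = wells without enzyme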
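Material: human alpha-thrombin enzyme / Medium: pH 7.5 Tris (50 mM) with NaCl 150 mM, Tween 20 0.05% / Compound: single-point dosing at 5 µM, 0.2% DMSO / Incubation: enzyme reaction carried out at room temperature / Detection: AMC fluorescence, 355/460 nm / Read-out basis: percent inhibition scaled between no-compound controls and no-enzyme blanks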
FXIa inh: human FXIa protease inhibitors, primary screen, biochemical, 1536-well; AID 798, 2007; actives 0.14% (n = 220,000); purified FXIa, Boc-Glu-Ala-Arg-AMC fluorogenic substrate; Coagulation factor XI (Homo sapiens), P03951; inhibition, % at 5 µM;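 active = inhibition of at least 40%; inactive = inhibition below 40%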;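 note: fluorescence of freed AMC excited at 355 nm; 0% = enzyme without compound and 100% = no enzyme blank; many of its hits are not listed in these tables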
The depositor's hits bear a star; nt = no result given; [ ] = remark or other dose.

SMILES	Runt-SMMHC FRET	FXIIa inh 1536	14-3-3 Bad PPI	KLK5 inh	Wee1 degr inh	Runt-CBFb FRET	Hck-Nef inh	thrombin 1536	FXIa inh
COc1ccc(/C=C/C(=O)NC(=S)NNC(=O)c2cccnc2)cc1OC	1	6	-8	-238	-1	3	0	4	6
COc1cccc(-c2cc(C(=O)N3CCN(Cc4ccccc4)CC3)no2)c1	-1	11	-15	19	-2	-4	1	-2	2
CC1(C(=O)NCc2cccnc2)CCC(=O)N1CCc1ccccc1 (centres undefined)	0	6	-5[fluorescence artefact?]	-7	-2	nt	13	12	-3
CCCCCC(=O)Nc1ccc(Cc2ccncc2)cc1	1	15	-2	-3	4	-1	7	0	6
COC(=O)c1ccc(CSc2n[nH]c(=S)s2)o1	5	17	30	-2	3	21	3	0	0
CCNS(=O)(=O)c1ccc(CCC(=O)NCCc2ccc(OC)cc2)cc1	-1	0	-2	-11	1	-1	-6	-1	-7
O=C1NC(=S)SC1=C1CCCCCC1	6	2	16	8	-3	34	1	-2	1
O=C(NCc1ccccc1F)C1CCCN1C(=O)NCc1ccccc1 (centres undefined)	2	11	-10[fluorescence artefact?]	-20	-2	-1	2	-11	-8
CC1=NNC(=O)C1C(c1ccccc1)C(C#N)C#N (centres undefined)	-2	-1	-13[fluorescence artefact?]	-4	7	-2	1	-5	-7
COc1cccc(/C=N/Nc2ccc(C(=O)O)cc2)c1O	5	11	3	nt	-4	3	-11	0	1
NC(=O)CC[C@H](NC(=O)c1ccc(F)cc1)C(=O)OCC(=O)Nc1c(F)c(F)c(F)c(F)c1F	1	7	-6	-11	2	-2	3	-9	4
CCOCCCNC(=O)CCc1ccc(S(=O)(=O)Nc2ccc(C)cc2)cc1	4	5	-8	-12	2	-3	17	-3	-8
O=C(CSc1nc2ccccc2o1)Nc1ccccc1N1CCOCC1	4	-2	0[fluorescence artefact?]	-10	-2	-1	1	-4	-8
Cn1c2c(c(=O)n(C)c1=O)CN(Cc1ccco1)CN2	4	5	-5[fluorescence artefact?]	-2	-1	0	0	-7	-1
Cc1cc(C(=O)Cn2nnc(-c3ccc(Cl)cc3)n2)c(C)n1CC1CCCO1 (centres undefined)	nt	9	-7	-15	-3	nt	-1	-8	-3
O=C(Nc1nc2ccccc2[nH]1)C1CCCO1 (centres undefined)	-3	10	-6	-6	6	-2	-2	0	0
CCn1c(SCC(=O)Nc2cc(C)c(Cl)cc2OC)nnc1-c1ccco1	-1	1	4	-14	-1	2	-1	-6	-6
Clc1ccccc1-c1nc(-c2cccnc2)no1	-1	15	10	57*	1	-2	2	16	9
COc1ccc(/C=N/Nc2ccc([N+](=O)[O-])cc2)cc1Cn1cc([N+](=O)[O-])cn1	-18	25	-12	6	-3	-7	2	2	24
COc1ccc(CNC(=O)CCc2nc(-c3ccccc3F)no2)c(OC)c1	0	4	-3	6	1	1	0	-3	1
CCc1nc2sc3ccccc3c(=O)c2c(=O)n1Cc1ccc(OC)cc1	2	6	3	3	-4	-1	17	-8	19
O=S(=O)(c1ccc2c(c1)OCCO2)N1CCC(n2nnc3cc(C(F)(F)F)ccc32)CC1	1	14	-7	6	4	0	0	1	8
COc1ccc(OC)c2c(C)cc(N3CCN(C(=O)c4ccc(F)cc4)CC3)nc12	2	2	1	-2	1	-2	1	-4	-12
COc1ccc(C2CC(C(F)(F)F)n3nc(C(=O)O)cc3N2)cc1OC (centres undefined)	-2	18	4	-10	-2	4	2	-2	4
O=C1c2ccccc2C(=O)N1CCCOc1ccccc1	-4	17	7	-11	2	0	-7	6	-2

Just FXIIa inh 1536, for two of the compounds above:
| Compound | FXIIa inh 1536 |
| --- | --- |
| CCCCCC(=O)Nc1ccc(Cc2ccncc2)cc1 | 15 |
| COC(=O)c1ccc(CSc2n[nH]c(=S)s2)o1 | 17 |

Quoted at random: 2 records from the list.
SMILES	Runt-SMMHC FRET	FXIIa inh 1536	14-3-3 Bad PPI	KLK5 inh	Wee1 degr inh	Runt-CBFb FRET	Hck-Nef inh	thrombin 1536	FXIa inh
CCCCCC(=O)Nc1ccc(Cc2ccncc2)cc1	1	15	-2	-3	4	-1	7	0	6
CCNS(=O)(=O)c1ccc(CCC(=O)NCCc2ccc(OC)cc2)cc1	-1	0	-2	-11	1	-1	-6	-1	-7

Next section
SMILES	Runt-SMMHC FRET	FXIIa inh 1536	14-3-3 Bad PPI	KLK5 inh	Wee1 degr inh	Runt-CBFb FRET	Hck-Nef inh	thrombin 1536	FXIa inh
C=C(C)COc1ccc(-c2[nH]ncc2-c2ccc(OC)cc2)c(O)c1	-2	3	6	0	-1	3	3	-2	1
CN(c1ccccc1)S(=O)(=O)c1cccc(NC(=O)CSc2nnc(N)s2)c1	4	17	17[fluorescence artefact?]	-2	-1	0	1	26	10
Cc1cccc(-n2c(=O)[nH]c3c(C(N)=O)nc(CC(C)C)nc32)c1	6	15	-13	-24	-3	0	0	-1	5
c1coc(-c2nnc3sc(-c4cccs4)nn23)c1	4	17	0	13	-1	9	6	3	4
Cn1c(SCC(=O)Nc2cccc(S(=O)(=O)NC3=NCCCCC3)c2)nnc1-c1ccncc1	0	7	-13	-7	-2	0	15	3	-4
CCCc1c(C(=O)Nc2ccc(F)cc2C)cnn1-c1ccccc1	0	8	-10	-2	-1	0	4	-5	0
COc1ccc(NC(=O)CCN2C(=O)c3ccc([N+](=O)[O-])cc3C2=O)c(OC)c1	-5	10	17	-14	-2	-1	1	-9	9
O=C(/C=C/c1ccco1)Nc1nc(-c2ccccn2)cs1	-18	12	-11	0	-2	1	15	2	0
Cc1cc(N/N=C/c2ccc(O)cc2O)nc(-c2ccccc2O)n1	-2	5	-17	-37	-2	4	4	-6	1
CC(C)(C)OC(=O)N1CCC(c2c(C(=O)O)cnn2-c2ccccc2)CC1	-2	7	-5	11	-1	2	2	0	-2
c1ccc(Sc2ncnc3c2oc2ccccc23)cc1	-3	2	15[fluorescence artefact?]	-13	-1	-5	2	-4	-2
O=C(NCc1ccc2[nH]c3c(c2c1)CCCC3)c1ccc(S(=O)(=O)N2CCOCC2)cc1	-32	9	0	-9	2	-33	-2	-2	2
O=C(c1ccco1)N1CCCC(c2ccccc2)C1 (centres undefined)	0	-7	4[fluorescence artefact?]	10	7	-1	3	-4	-8
COc1ccccc1CNC(=O)C1CC(=O)N(c2ccc(C)c(C)c2)C1 (centres undefined)	-4	1	-14	4	-2	0	7	-5	-10
Cn1ncc(C(=O)N=S(C)(=O)c2ccccc2)c1[N+](=O)[O-] (centres undefined)	-3	5	-2	-10	3	0	8	-2	-6
Cc1cc([N+](=O)[O-])cc([N+](=O)[O-])c1NCC(C)C	4	6	-10	-8	0	12	29	-4	0
C/C(CCC(C)C)=N\NC(=S)NCc1ccccc1	0	4	-9	-2	0	4	0	-10	-2
Cc1nnc(C)n1N1C(=O)c2cccc3cccc(c23)C1=O	0	14	-9	6	-1	-2	1	4	2
O=C1Nc2c(c(=O)[nH]c(=O)n2-c2ccc(F)cc2)C1(NS(=O)(=O)c1ccccc1)C(F)(F)F (centres undefined)	-6	3	4	0	1	6	-3	-1	3
Cc1ccnc(NC(=O)c2cccs2)c1	-4	-2	86*	-4	4	-2	2	-3	-2
Cc1cc(C)nc(Sc2c(C)nn(-c3ccccc3)c2C)n1	3	7	7	-17	-2	0	-1	6	4
CCN1CCN(CCNC(=O)c2cn(C(C)c3ccccc3F)nn2)CC1 (centres undefined)	-2	6	1	1	-1	0	1	0	6
CC(=O)C1C(=O)c2c(cccc2[N+](=O)[O-])C1=Nc1ccccc1C (centres undefined)	-3	0	-1	3	3	3	-1	-3	-3
CS(=O)(=O)N(CC(=O)NCCSC1CCCCC1)c1ccccc1	1	10	-2	4	1	-2	12	nt	2
Cc1ccc(CNC(=O)c2ccc(NS(=O)(=O)c3c(C)noc3C)cc2)cc1	-1	12	7	-20	-3	2	2	4	4
More results
SMILES	Runt-SMMHC FRET	FXIIa inh 1536	14-3-3 Bad PPI	KLK5 inh	Wee1 degr inh	Runt-CBFb FRET	Hck-Nef inh	thrombin 1536	FXIa inh
CCCCC1CCC(c2ccc(C(N)=O)cc2)CC1 (centres undefined)	2	11	2[fluorescence artefact?]	-2	0	2	2	-1	1
O=C(NCC1CCCO1)c1onc(CSc2ccc(F)c(F)c2)c1C(=O)O (centres undefined)	2	7	40	-27	0	-1	1	-10	-6
CCOC(=O)/C=C/COc1ccccc1[N+](=O)[O-]	1	6	-16	0	-5	0	20	1	-2
COc1ccc(OC)c(S(=O)(=O)N2CCC(C(=O)Nc3cc(C)ccc3C)CC2)c1	-8	-8	-2	4	-3	-1	-8	-20	4
O=C(C1CC1)N1CCc2cc(S(=O)(=O)N3CCOCC3)ccc21	-2	1	8	3	-1	0	3	-7	-32
O=C(Nc1ccc(NC(=O)C2CC2)nc1)c1cnccn1	-2	4	-3	-4	5	-1	16	2	-7
Cc1cc2ncn(-c3ncnc4sc(C)c(C)c34)c2cc1C	1	16	-11	6	-1	-2	-1	5	7
CC1=C(C(=O)OC(C)C)C(c2ccc(Br)s2)NC(=O)N1C (centres undefined)	1	-19	1[fluorescence artefact?]	5	-2	0	1	-7	-15
O=C(/C=C/c1ccccc1)NC(=S)Nc1ccccc1C(=O)NC1CCCCC1	-1	2	-11	0	0	-1	0	-1	-3
CNC(=O)c1c(NC(=O)c2cccc(N3C(=O)CCC3=O)c2)sc2c1CCC2	39	10	-4	2	-1	-1	2	0	3
Cc1ccc(CSc2nnc(-c3ccco3)n2N)cc1	-2	19	2	-2	-1	1	0	3	7
C/C(=N\NC(=S)NCC(C)(C)C)c1cc(F)cc(F)c1O	-4	13	-28	-13	-2	0	7	-1	4
CC(C)(C)NC(=O)COC(=O)c1ccccc1Nc1ccc(SC(F)F)cc1	-1	8	4	-6	1	-1	1	-17	6
CN(Cc1ccccc1)C(=O)COc1ccc(N(C)S(=O)(=O)c2ccc(F)cc2)cc1	-6	-1	1	-1	-2	-2	9	-3	0
COC(=O)c1ccc(OC)c(CSc2nnc(-c3ccc(C(C)(C)C)cc3)o2)c1	-2	4	-2	-4	-1	-4	-22	0	-2
C=C(C)COc1ccc(-c2[nH]ncc2Oc2cccc(OC)c2)c(O)c1	-2	29	20	63*	-2	0	-1	20	2
O=C(Nc1ccc(CN2CCOCC2)cc1)c1cc2ccccc2o1	2	13	-6	0	10*	3	1	-6	-5

Screens deposited in PubChem by several laboratories.
